From PubChem
M1 PAM – potentiates human M1 receptor response to acetylcholine | AID 588819 | activation, % at 3 µM | P11229 | CHO-K1 hM1, Fluo-8 calcium fluorescence, ACh EC20; 0% = ACh EC20, 100% = maximal ACh | actives 0.088% (n = 360,000); in the data active means activation above about 19%, passing the limit was not always enough
Target sequence (P11229 whole entry, looked up): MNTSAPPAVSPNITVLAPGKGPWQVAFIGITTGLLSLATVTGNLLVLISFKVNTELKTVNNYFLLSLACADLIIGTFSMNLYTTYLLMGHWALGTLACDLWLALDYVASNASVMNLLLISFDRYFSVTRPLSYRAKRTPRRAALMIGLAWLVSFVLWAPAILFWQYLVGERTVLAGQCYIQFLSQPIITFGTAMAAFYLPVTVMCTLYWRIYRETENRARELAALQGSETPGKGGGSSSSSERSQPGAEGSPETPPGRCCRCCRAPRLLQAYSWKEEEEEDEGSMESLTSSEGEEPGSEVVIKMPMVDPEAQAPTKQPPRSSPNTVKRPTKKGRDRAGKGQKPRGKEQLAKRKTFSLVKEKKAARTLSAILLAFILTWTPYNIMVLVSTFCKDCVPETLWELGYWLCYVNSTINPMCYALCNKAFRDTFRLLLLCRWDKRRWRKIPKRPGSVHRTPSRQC
CHRM4 agonist – CHRM4 agonism in calcium assay. activation, % at 3 µM. P08173. CHO-K1 hM4/Gqi5, Fluo-8 calcium fluorescence; vehicle 0%, full acetylcholine response 100%. actives 0.14% (n = 360,000);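 active means activation above the run mean over all test wells plus 3 SD, cut at about 32% in these data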;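 further: peak over basal fluorescence ratio per well then scaled between controls; 0% = DMSO wells and 100% = acetylcholine at EC100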
CRFBP-R2 agonist – CRF-BP/CRF-R2 complex agonism | HEK293 CRF-R2/CRF-BP, calcium dye fluorescence (FLIPR); percent of saturating CRF peptide response | activation, % at 13.2 µM | actives 0.46% (n = 350,000);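 active means activation of at least 50%, plus an integration ratio under a set limit after plate pattern correction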;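 further: plate controls were neutral control wells without compound for no effect and CRF at EC100 for full effect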
M5 antag – antagonists of human muscarinic M5 receptor (CHRM5); P08912; CHO-hM5 cells, Fluo-8 calcium fluorescence, ACh EC80; inhibition, % at 3 µM; actives 0.59% (n = 360,000);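 active means inhibition above a per-plate cutoff, the mean of that plate's test compounds plus 3 SD, cut at about 27% in these data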;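 further: 0% = acetylcholine EC80 with DMSO and 100% = DMSO without agonist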
Target sequence (P08912 whole entry, looked up): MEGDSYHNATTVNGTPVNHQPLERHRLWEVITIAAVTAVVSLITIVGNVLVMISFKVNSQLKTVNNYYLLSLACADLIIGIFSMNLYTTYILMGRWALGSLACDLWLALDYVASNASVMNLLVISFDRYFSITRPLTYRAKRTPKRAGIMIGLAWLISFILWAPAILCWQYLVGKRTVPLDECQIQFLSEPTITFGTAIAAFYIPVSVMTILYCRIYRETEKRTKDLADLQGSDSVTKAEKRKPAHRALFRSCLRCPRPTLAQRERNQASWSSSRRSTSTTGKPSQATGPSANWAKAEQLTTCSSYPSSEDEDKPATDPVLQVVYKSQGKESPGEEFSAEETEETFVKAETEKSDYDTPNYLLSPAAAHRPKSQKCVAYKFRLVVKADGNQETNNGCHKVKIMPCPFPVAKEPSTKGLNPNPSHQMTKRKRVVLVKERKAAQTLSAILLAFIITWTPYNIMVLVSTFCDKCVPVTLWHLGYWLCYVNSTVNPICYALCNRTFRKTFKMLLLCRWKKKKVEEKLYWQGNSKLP
CRFR2-BP antag – CRF-BP/CRF-R2 complex antagonism | inhibition, % at 11.8 µM | HEK293 CRF-R2/CRF-BP, CRF-induced calcium fluorescence | AID 588475 | actives 0.59% (n = 350,000);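 active means inhibition of the ligand-induced calcium signal above about 50% at the single tested concentration, limit read from the data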
M4 antag – CHRM4 antagonism in calcium assay; CHO-hM4 cells, ACh EC80, Fluo-8 calcium fluorescence; AID 624125; P08173; actives 0.73% (n = 360,000); inhibition, % at 3 µM;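 active means inhibition above its plate's cutoff, the mean inhibition of sample wells plus 3 SD, cut at about 27% in these data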;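 further: 0% = acetylcholine EC80 with DMSO and 100% = DMSO without agonist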
CHRM5 agonist – agonists of human muscarinic M5 receptor (CHRM5). CHO-K1 hM5 cells, Fluo-8 calcium fluorescence; 0% DMSO wells, 100% maximal acetylcholine response. activation, % at 3 µM. actives 0.19% (n = 360,000). AID 624037;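 active means activation above the run's mean over test compounds plus 3 SD, cut at about 23% in these data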;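 further: signal is peak over basal fluorescence ratio across the kinetic read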
M5 PAM – potentiates acetylcholine response at human M5 receptor; CHO-K1 hM5, Fluo-8 calcium, ACh EC20 PAM; 0% = ACh EC20, 100% = ACh EC100; activation, % at 3 µM; P08912; actives 0.3% (n = 360,000);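 active means activation above the run cutoff, the mean activation of all test compounds plus 3 SD, cut at about 18% in these data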
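Test system: CHO-K1 hM5 cells / Doses: single-point, 3 µM nominal / Times: Post-acetylcholine fluorescence recording 140 s / Technique: Fluo-8 calcium fluorescence / Measure: Max/basal fluorescence ratio as % of EC20–EC100 ACh window / Benchmarks: low control EC20 acetylcholine (0%), high control EC100 acetylcholine (100%) / Replicates: one well per compound, no replicates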
CHRM4 PAM – CHRM4 positive allosteric modulation. AID 624126. actives 0.4% (n = 360,000). CHO-K1 hM4/Gqi5, Fluo-8 calcium fluorescence, ACh EC20; 0% = ACh EC20, 100% = maximal ACh. activation, % at 3 µM. P08173;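 active means activation above its plate's cutoff, the mean activation of sample wells plus 3 SD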; further: some results filed as inactive read as strong as hits
The depositor's hits bear a star; . = no result given. Hits appear at their usual frequency. Share with any hit: about 2.6%.

SMILES | M1 PAM | CHRM4 agonist | CRFBP-R2 agonist | M5 antag | CRFR2-BP antag | M4 antag | CHRM5 agonist | M5 PAM | CHRM4 PAM
CCN(CC)C(=O)C1=C(C)N(CCCOC)C(=O)C(CC(=O)NCCc2ccccn2)C1 (stereo unspecified) | 5 | 0 | -1.7 | 6 | 2 | 2 | 1 | -2 | -1
CCC(=O)NNc1nc2c(F)cc(F)cc2s1 | 3 | 0 | 1.0 | 0 | 13 | -5 | 0 | -8 | 3
CN(C(=O)CSc1ncnc2sccc12)C1CCCCC1 | 5 | 0 | 0.1 | -1 | 0 | -7 | 0 | -2 | 3
O=C1C2C3C=CC(C3)C2C(=O)N1c1ccc(Cc2ccncc2)cc1 (stereo unspecified) | 2 | 7 | 1.0 | 9 | 5 | 5 | 5 | -8 | -3
C[C@@H]1CN([C@H](C)CO)C(=O)c2cc(C#Cc3ccccc3F)cnc2O[C@@H]1CN(C)S(=O)(=O)c1ccccc1F | -7 | -1 | 0.1 | -1 | -16 | -13 | 0 | 0 | 4
COc1ccccc1NC(=O)CSc1nnc(C2CCCCC2)n1-c1ccccc1 | 2 | 2 | 0.2 | 8 | 0 | 3 | -3 | 2 | -1
Cc1nc2ccccc2nc1N/N=C/c1ccc(O)cc1 | 17 | 1 | -1.7 | -10 | 5 | -2 | 3 | 18 | 2
Fc1cccc(NC(=S)NCc2ccccc2Cl)c1 | -18 | 15 | 10 | 16 | -3 | 2 | 2 | -27 | -32
COc1ccc2c(c1)c(=O)oc1cc(OC(C(=O)O)c3ccccc3)ccc12 (stereo unspecified) | 9 | -1 | -2.0 | -4 | 7 | -7 | -3 | 5 | -4
O=S(=O)(c1ccccc1)c1ccc(NCc2ccco2)cc1 | -1 | 6 | -7.6 | 0 | 33 | -16 | 1 | -4 | -1
CC(=O)c1c(C)[nH]c(C(=O)Nc2ccc(N3CCCCCC3)cc2)c1C | -9 | 16 | 0.4 | -3 | -5 | -6 | 2 | -8 | -6
O=C(Nc1c2c(nc3ccccc13)CCCC2)c1cccc([N+](=O)[O-])c1 | 14 | 1 | 0.1 | -4 | 16 | -3 | 0 | 7 | -2
CCOc1ccc(/C=N/OC(C)C(=O)NCc2ccc3c(c2)OCO3)cc1 (stereo unspecified) | -2 | 3 | 0.1 | 0 | -8 | 3 | -5 | -3 | -1
CN(C)S(=O)(=O)c1ccc(N2CCCC2)c(C(=O)Nc2ccc(Br)cc2F)c1 | 20 | 0 | -1.4 | 5 | -6 | -20 | 0 | 0 | 16
CCOC(=O)c1cnn(-c2ccccc2)c1-n1cccc1C(=O)C(=O)Nc1ccc(F)cc1 | 0 | -1 | 0.7 | -8 | -6 | 3 | -5 | -5 | -2
O=C(CCN1C(=O)C2C3C=CC(C3)C2C1=O)N1CCN(c2ccc([N+](=O)[O-])cc2)CC1 (stereo unspecified) | 2 | 5 | -1.2 | 0 | 48 | -1 | 3 | -4 | 2
COc1ccc(/C=N/Nc2nnc(-c3ccccc3)c(=O)[nH]2)cc1 | 15 | 1 | -1.7 | -4 | 26 | -4 | -3 | 3 | 4
CCOc1cc(C2Nc3ccccc3NC3=C2C(=O)CC(C)(C)C3)ccc1OC(C)=O (stereo unspecified) | 0 | 2 | 2.5 | 2 | -6 | -24 | -4 | 4 | 13
CC(=O)Nc1c(C(=O)NCc2ccccc2)nnn1Cc1ccccc1 | -2 | 10 | 0.8 | 6 | -7 | -7 | -4 | -27 | -9
COc1ccc(CCNC(=O)C2CCCN(Cc3nc(-c4cccc(Cl)c4)oc3C)C2)cc1OC (stereo unspecified) | 4 | 7 | 0.3 | -1 | 1 | 13 | -2 | 1 | 12
O=c1nccc(NCc2ccco2)[nH]1 | 11 | 0 | -2.3 | -6 | 16 | 1 | -1 | 4 | 0
Cc1cc(Nc2ccccc2)n(-c2nc3ccccc3[nH]2)n1 | 8 | -2 | 0.6 | -9 | 13 | 1 | 0 | 5 | 6
CC(=O)Oc1ccc2c(C)cc(=O)[nH]c2c1 | 6 | 1 | -1.1 | -8 | 6 | -5 | 3 | 2 | 3
CC(C)Cc1nnc(NC(=O)c2ccc([N+](=O)[O-])cc2)s1 | 4 | 1 | 1.2 | 0 | -5 | -8 | 0 | 6 | 8
COCCNC(=O)C(c1cccs1)N(Cc1cccs1)C(=O)Cn1nnc2ccccc21 (stereo unspecified) | -3 | 1 | 0.7 | 1 | -4 | 0 | 2 | 1 | -4

Ordered by length of the SMILES (highest first): part of the list above.
SMILES | M1 PAM | CHRM4 agonist | CRFBP-R2 agonist | M5 antag | CRFR2-BP antag | M4 antag | CHRM5 agonist | M5 PAM | CHRM4 PAM
C[C@@H]1CN([C@H](C)CO)C(=O)c2cc(C#Cc3ccccc3F)cnc2O[C@@H]1CN(C)S(=O)(=O)c1ccccc1F | -7 | -1 | 0.1 | -1 | -16 | -13 | 0 | 0 | 4
O=C(CCN1C(=O)C2C3C=CC(C3)C2C1=O)N1CCN(c2ccc([N+](=O)[O-])cc2)CC1 (stereo unspecified) | 2 | 5 | -1.2 | 0 | 48 | -1 | 3 | -4 | 2
COc1ccc(CCNC(=O)C2CCCN(Cc3nc(-c4cccc(Cl)c4)oc3C)C2)cc1OC (stereo unspecified) | 4 | 7 | 0.3 | -1 | 1 | 13 | -2 | 1 | 12
CN(C)S(=O)(=O)c1ccc(N2CCCC2)c(C(=O)Nc2ccc(Br)cc2F)c1 | 20 | 0 | -1.4 | 5 | -6 | -20 | 0 | 0 | 16
COCCNC(=O)C(c1cccs1)N(Cc1cccs1)C(=O)Cn1nnc2ccccc21 (stereo unspecified) | -3 | 1 | 0.7 | 1 | -4 | 0 | 2 | 1 | -4
COc1ccc2c(c1)c(=O)oc1cc(OC(C(=O)O)c3ccccc3)ccc12 (stereo unspecified) | 9 | -1 | -2.0 | -4 | 7 | -7 | -3 | 5 | -4
CCOc1ccc(/C=N/OC(C)C(=O)NCc2ccc3c(c2)OCO3)cc1 (stereo unspecified) | -2 | 3 | 0.1 | 0 | -8 | 3 | -5 | -3 | -1
O=C1C2C3C=CC(C3)C2C(=O)N1c1ccc(Cc2ccncc2)cc1 (stereo unspecified) | 2 | 7 | 1.0 | 9 | 5 | 5 | 5 | -8 | -3
CC(=O)Nc1c(C(=O)NCc2ccccc2)nnn1Cc1ccccc1 | -2 | 10 | 0.8 | 6 | -7 | -7 | -4 | -27 | -9
Cc1cc(Nc2ccccc2)n(-c2nc3ccccc3[nH]2)n1 | 8 | -2 | 0.6 | -9 | 13 | 1 | 0 | 5 | 6
O=S(=O)(c1ccccc1)c1ccc(NCc2ccco2)cc1 | -1 | 6 | -7.6 | 0 | 33 | -16 | 1 | -4 | -1
CN(C(=O)CSc1ncnc2sccc12)C1CCCCC1 | 5 | 0 | 0.1 | -1 | 0 | -7 | 0 | -2 | 3
CCC(=O)NNc1nc2c(F)cc(F)cc2s1 | 3 | 0 | 1.0 | 0 | 13 | -5 | 0 | -8 | 3
O=c1nccc(NCc2ccco2)[nH]1 | 11 | 0 | -2.3 | -6 | 16 | 1 | -1 | 4 | 0

The list continues:
SMILES | M1 PAM | CHRM4 agonist | CRFBP-R2 agonist | M5 antag | CRFR2-BP antag | M4 antag | CHRM5 agonist | M5 PAM | CHRM4 PAM
O=C(CN(c1cccc([N+](=O)[O-])c1)S(=O)(=O)c1ccccc1)NCc1ccccc1 | 1 | 8 | -0.7 | 2 | -8 | -10 | 1 | -8 | 14
Cc1nc2ccc(NC(=O)COc3ccccc3[N+](=O)[O-])cc2s1 | 6 | 3 | -0.1 | -4 | 12 | 6 | -1 | 7 | 2
c1ccc(C2=Nc3c(ccc4ccccc34)C(c3ccncc3)=NN2)cc1 | 4 | 1 | -5.8 | 13 | -2 | 1 | -6 | -2 | -3
COC(=O)c1ccc(CSc2cc(C)c3cc(C)cc(C)c3n2)o1 | 3 | 1 | 19 | 1 | -12 | 0 | 0 | -1 | -1
Cn1c(=O)c2c(-c3ccccc3)n(-c3ccccc3N)cc2n(C)c1=O | 6 | 0 | -1.7 | -1 | 9 | -1 | 0 | 2 | 2
COc1ccccc1N1CCN(C(=O)C2=CC=CN3CCS(=O)(=O)N=C23)CC1 | 0 | 0 | 1.6 | 10 | 1 | 7 | 2 | -5 | 0
CCN(CC)CCCCCOc1ccccc1OC | 0 | 2 | 0.8 | -2 | -6 | 7 | -5 | 2 | 2
Cc1oc(-c2ccccc2)cc1C(=O)Nc1cccc2ccccc12 | 8 | -1 | 0.1 | -3 | -21 | 2 | -4 | 4 | 8
CC(=O)N(Cc1ccccc1)Cc1cn(CCC#N)nc1-c1cccc([N+](=O)[O-])c1 | 6 | 4 | 1.3 | 2 | -6 | -6 | 5 | -10 | 9
O=C(NCCN1CCN(Cc2ccccc2)CC1)C1CC(=O)N(C2CCCC2)C1 (stereo unspecified) | -1 | -1 | -1.0 | 4 | 13 | 14 | -2 | 0 | 2
O=C(C[n+]1ccccc1)N1CCCc2ccccc21 | 10 | 0 | 0.0 | -12 | 7 | -10 | -9 | 15 | 13
CCOC(=O)c1sc(NC(=O)CS(=O)(=O)c2ccc(C)cc2)nc1C | -5 | 0 | -1.2 | 13 | 0 | -14 | -5 | -8 | -7
CN(c1ccc(C(=O)N2CCCCC2)cc1)S(=O)(=O)c1cccs1 | -1 | 8 | 0.4 | -13 | 4 | 11 | 10 | 6 | -9
CC(C)c1ccc(C2NC(=O)NC3=C2CCc2ccccc23)cc1 (stereo unspecified) | -2 | 2 | -1.9 | 3 | 9 | 2 | -3 | -2 | 3
COc1ccc(CNC(=O)/C=C/[C@H]2O[C@@H](n3ccc(=O)[nH]c3=O)[C@H](O)[C@@H]2O)cc1 | 4 | 0 | . | 4 | . | 6 | 3 | 0 | -2
COc1cc(/C=C/C(=O)Nc2nc3ccc(S(=O)(=O)N(C)C)cc3s2)cc(OC)c1OC | -14 | 16 | 0.7 | 16 | -40 | 11 | 5 | -14 | -15
Cc1oc(-c2ccccc2F)nc1CN1CCC(C(=O)NC2CCCCCCC2)CC1 | 15 | 2 | -1.2 | 1 | 19 | 6 | -1 | 0 | 15
CN1C(C(=O)NCC2CC2)CC2Cn3c(nc4ccccc43)C21 (stereo unspecified) | 2 | 0 | 0.4 | 4 | -8 | 7 | 2 | 1 | 3
OC(CN1CCCCC1)c1ccc(Br)cc1 (stereo unspecified) | -1 | 0 | -0.1 | 0 | -15 | -1 | -3 | 8 | 3
COCc1cc(C)nc(SCC[N+](C)(C)CC(=O)Nc2cccc(C)c2)c1C#N | -7 | 0 | -1.0 | 9 | 10 | 4 | -11 | -3 | -16
N#Cc1cc(C(=O)c2cc(Br)ccc2O)cn(C2CC2)c1=O | 7 | 2 | 2.0 | -1 | -3 | -2 | 3 | -4 | -5
CS(=O)(=O)N1CCN(c2ccccc2F)CC1 | 4 | 0 | -1.1 | -5 | 4 | -10 | 0 | 4 | 15
S=c1[nH]nc(-c2ccccn2)n1/N=C/c1cccc(Cl)c1 | 11 | 1 | 1.4 | 4 | -14 | 2 | 0 | 3 | 0
Cc1cc(OC(C)C(N)=O)nc(-c2ccccc2)n1 (stereo unspecified) | 6 | 2 | -1.5 | -1 | -4 | -19 | 1 | -2 | 13
CC(C)C(NS(=O)(=O)c1cccc(C(F)(F)F)c1)C(=O)N1CCc2ccccc2C1 (stereo unspecified) | 4 | -1 | 0.3 | 5 | -4 | 4 | -3 | 2 | 1
